# Source: PubChem
# S3 lipid droplet: qHTS Assay for Lipid Storage Modulators in Drosophila S3 Cells; Drosophila S3 cells, BODIPY lipid droplet fluorescence, 18-24 h; cells fed with added oleic acid; Potency in µM for hits, for the others lipid storage change, negative = inhibition, % at the top dose, mostly 46.1 µM; actives 0.64% (n = 320,000); active = well fitted inhibition curve with a large enough effect in the signal ratio, with a control signal flat, not every such curve was filed as active; inconclusive = small, poorly fitted or top-dose-only effect, or effect the other way, or a change in a side signal; the % refers to the signal ratio
#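 Drosophila S3 cells got compounds at several concentrations plus oleic acid (400 uM solution). Laser-scanning cytometry with 488 nm excitation read lipid droplets at 500-530 nm and cells at 575-640 nm. Percent activity was relative to 20 uM Triacsin C.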
# S3 lipid droplet cell count max: further read-out of S3 lipid droplet, marked with its call; cell number change, %; measured here: cell count max response;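 cells counted by Cell Tracker Red CMTPX staining in the red channel; peak over a dose series mostly up to 46.1 µM; percent activity relative to internal control wells on each plate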
# * marks the source's active call; other numbers are inactive results; i = inactive; ? = inconclusive; · = not tested or not shown. % is scaled to controls: 0 for no effect and ±100 for the full control effect; potency is read from the fitted curve at half-maximal effect.
Molecule	S3 lipid droplet	S3 lipid droplet cell count max
Cc1cc(NC(=O)CSc2nnc(C(C)N(C)C)n2Cc2ccccc2)no1 (stereo unspecified)	15%	-5
COc1cccc(S(=O)(=O)Nc2ccc(C(=O)N3CCOCC3)cc2)c1	i	·
COc1ccc(C2=CSC3=C(C(=O)c4cccc(S(=O)(=O)N(C)C)c4)CCN23)cc1	-5%	12
Cc1c(NS(=O)(=O)c2ccc3c(c2)c(=O)n(C)c(=O)n3C)c(=O)n(-c2ccccc2)n1C	?	·
CCOC(=O)N1CCC(NC(=O)CSCc2nc(-c3ccc(OC)cc3)oc2C)CC1	i	·
N#CC1(NC(=O)COC(=O)c2nc(Cl)c(Cl)c(N)c2Cl)CCCCC1	?	·
Oc1ccc(COc2cccc3ccccc23)c2cccnc12	2%	8
COc1ccc2oc(C(=O)N(C)Cc3ccc(OC(F)F)cc3)c(C)c2c1	?	·
CC1Sc2ccc(C(=O)NCc3cccc(C(F)(F)F)c3)cc2NC1=O (stereo unspecified)	?	·
CC(=O)N[C@@H](Cc1c[nH]c2ccccc12)C(=O)NCc1ccccc1	?	·
C=CCn1c(SCC(=O)NCC2CCCO2)nnc1-c1ccccc1 (stereo unspecified)	?	·
Nc1ncn(-c2ncc(C(F)(F)F)cc2Cl)n1	-11%	0
Cc1cc(C)n2nc(C(=O)N3CCCC(CNS(=O)(=O)c4cccs4)C3)cc2n1 (stereo unspecified)	11%	8
C=CCOc1ccc(NC(=O)C2CC(=O)N(C(C)C)C2)cc1 (stereo unspecified)	?	·
COc1ccc(C(C)NC(=S)NCc2ccc(F)cc2)cc1 (stereo unspecified)	?	·
COc1ccc(CNC(=O)CN2CCN(C(c3ccccc3)c3ccccc3)CC2)cc1	i	·
O=C(COc1ccccc1F)N/N=C1\CCCc2ccccc21	10%	1
Cc1cc(=O)c2ccccc2s1	-12%	-3
Cc1ccc(NC(=O)CSCC(=O)Nc2ccc(N3CCOCC3)cc2N2CCOCC2)cc1	?	·
CCOC(=O)CN1C(=O)C(O)=C(C(C)=O)C1c1ccc([N+](=O)[O-])cc1 (stereo unspecified)	?	·

# Remaining list, next part.
Molecule	S3 lipid droplet	S3 lipid droplet cell count max
Cc1cccc(NC(=O)C2c3ccccc3C(=O)N3CCc4ccccc4C23)n1 (stereo unspecified)	?	·
COc1ccc(NS(=O)(=O)c2ccc3nc(COc4cccc5ccccc45)[nH]c3c2)cc1	?	·
COc1ccc(C2CCCN2CC(O)COc2ccccc2C(C)C)cc1 (stereo unspecified)	26%	-1
O=C1NCC(O)=C1C=NC12CC3CC(CC(C3)C1)C2	?	·
CC(=O)c1ccc(Oc2ncnc(N)c2[N+](=O)[O-])cc1	?	·
CN(C)S(=O)(=O)c1ccc(NC(=O)Cn2ccsc2=N)cc1	?	·
O=C(CCc1nnc(-c2ccsc2)o1)NCc1ccccc1OC(F)(F)F	-13%	1
Clc1ncccc1-c1nc2ccccc2n1Cc1ccccc1	-15%	-5
Cc1ccc(OCc2nnc(SCC(=O)Nc3cc(C)on3)n2C)cc1	?	·
Cn1c(=O)c2c(nc(Oc3ccccc3)n2C)n(C)c1=O	?	·
CCc1ccc(/C=C2/C(=O)N(C)C(=S)N2CC(=O)OC)s1	?	·
C/C(=N/NC(=O)OC(C)(C)C)c1ccco1	2%	-3
Cc1nc2c3ccccc3nc(NNC(=O)CCC(=O)N3CCCC(C)C3)n2n1 (stereo unspecified)	?	·
Cc1nn2c(N)c(-c3ccccc3)cnc2c1-c1ccccc1	?	·
CCOC(=O)N1CCC(N2CCN(S(=O)(=O)c3ccc(Cl)cc3)CC2)CC1	?	·
CCc1nnc(NC(=O)C2CCCN2S(=O)(=O)c2ccc(C)cc2)s1 (stereo unspecified)	?	·
CCc1ccc(-c2n[nH]c(=O)c3ccccc23)cc1	?	·
O=C(COc1ccccc1Cl)N1N=C(c2cccs2)CC1c1ccco1 (stereo unspecified)	?	·
CCC(C(=O)OC)n1cnc2c(nnn2-c2ccccc2)c1=O (stereo unspecified)	?	·
CC(C)Oc1ccc(C(=O)NCCCNC(=O)c2ccccn2)cc1	?	·

# More compounds follow:
Molecule	S3 lipid droplet	S3 lipid droplet cell count max
Cc1ccccc1CN1C(=O)CSc2ccc(C(=O)N3CCOCC3)cc21	?	·
COc1ccc(/C=C/C(=O)NC(=S)Nc2cc([N+](=O)[O-])ccc2O)cc1OC	i	·
CCC(=O)Nc1ccc2ccccc2c1	?	·
Cc1ccc(C(=O)OC(C)C(=O)NC2CCCCC2C)cc1S(=O)(=O)N1CCCCC1 (stereo unspecified)	?	·
O=c1c2cc(N3CCOCC3)ccc2[nH]c(=S)n1CCCN1CCCCCC1	i	·
CCOC(=O)c1c(C)[nH]c(C(=O)OCC(=O)NCCc2ccc(OCC)c(OCC)c2)c1C	?	·
COC(=O)c1ccc(Nc2nnc(-c3ccc(C)c(S(=O)(=O)NCC4CCCO4)c3)c3ccccc23)cc1 (stereo unspecified)	-1%	-4
Cc1c(NC(=O)C(=O)/C=C(\O)c2ccc(Br)cc2)c(=O)n(-c2ccccc2)n1C	-7%	-21
COc1cc(S(=O)(=O)N2CCCCCC2)ccc1-n1cnnn1	?	·
CCCCn1c(N)c(N(CC(C)C)C(=O)c2cc(C)oc2C)c(=O)[nH]c1=O	-15%	3
CCC(=O)N1CCc2cc(S(=O)(=O)NCCC(=O)N3CCN(c4cccc(OC)c4)CC3)ccc21	?	·
C#Cc1ccc([C@@H]2C=C(C(=O)N3CCN(Cc4ccc5c(c4)OCO5)CC3)O[C@H](OCCCCO)C2)cc1	9%	-1
COc1ccc(CC(NC(C)=O)C(=O)N2CCN(C(=O)Nc3cccc(F)c3)CC2)cc1OC (stereo unspecified)	?	·
CCc1c(C)nc2ncnn2c1NCCc1ccc(Cl)cc1	?	·
O=C(OCCN1C(=O)c2ccccc2C1=O)c1cccs1	9%	-14
Cc1ccc(NC(=O)CN(C)C(=O)CNC(=O)c2ccc3c(c2)OCO3)cc1	?	·
COc1ccc(Cc2nnc(NC(=O)Cc3cccs3)s2)cc1	18%	-8
O=C(O)c1ccc(S(=O)(=O)NC2CCCCCC2)cc1	i	·
CCOc1ccccc1N1CCN(C(=O)c2csc(C)c2CC)CC1	?	·
CN(C)CCNC(=O)C(C(=O)c1ccccc1)n1ccccc1=O (stereo unspecified)	3%	15

# Going on with the list:
Molecule	S3 lipid droplet	S3 lipid droplet cell count max
CCC(=O)N1CCCc2cc(S(=O)(=O)NCc3cccs3)ccc21	?	·
C[C@H](NC(=O)C1CC(=O)N(c2ccc3c(c2)OCCO3)C1)C(=O)N1CCC(C(=O)O)CC1 (stereo partly specified)	i	29
Cc1ncc(CC(=O)n2cc(C(=O)c3cc(F)ccc3O)cn2)s1	5%	9
COc1sc(SC)cc1/C=N/NC(=O)c1ccncc1	?	·
N#Cc1c(Cl)nsc1NN	?	·
O=C(NCCC1=CCCCC1)C(=O)c1c[nH]c2ccccc12	?	·
O=C(CSc1n[nH]c(-c2ccncc2)n1)Nc1ccc(Br)cc1	?	·
O=C(CCCCl)N1CCc2[nH]c3ccccc3c2C1	?	·
COc1ccc(OC)c(NC(=O)N[C@H](Cc2ccccc2)C(=O)NN)c1	3%	7
CCCCn1c(N)c(N(CCOC)C(=O)COC(=O)COc2c(C)cccc2C)c(=O)[nH]c1=O	-9%	-11
C/C(=C1/SC(N2CCOCC2)=NC1=O)c1ccc(Br)cc1	?	·
CCC(Cc1ccccc1)NC(=O)C1CCC(CNc2c(N3CCCC3)c(=O)c2=O)CC1 (stereo unspecified)	?	·
CCOc1ccc(CN(C)CC(=O)Nc2ccccc2C(=O)NC2CC2)cc1	?	·
Cc1c(S(=O)(=O)N2CCN(c3cccc(C(F)(F)F)c3)CC2)c(=O)n(C)c(=O)n1C	21%	·
COc1ccc(OC)c(S(=O)(=O)Nc2c(C)nn(C)c2C)c1	1%	-22
NC(=O)CSc1nnc(-c2cnccn2)n1Cc1ccco1	?	·
Cc1nn(C(C)C(=O)NCc2ccc(Cl)cc2)c(=O)c2cc3occc3n12 (stereo unspecified)	i	-1
Cc1cc(C)nc(N2CCCC(C(=O)Nc3cc(F)ccc3C)C2)n1 (stereo unspecified)	14%	-18
CC(N=C1NS(=O)(=O)c2ccccc21)C(=O)NCc1ccc2c(c1)OCO2 (stereo unspecified)	i	·
C=CCOc1c(Cl)cc(/C=N/O)cc1OC	?	·

# One compound at a time (already shown). Screens in order: S3 lipid droplet | S3 lipid droplet cell count max
# Entry for `Cc1cc(NC(=O)CSc2nnc(C(C)N(C)C)n2Cc2ccccc2)no1` (stereo unspecified) → 15% | -5
# Entry for `O=C(NCCC1=CCCCC1)C(=O)c1c[nH]c2ccccc12` → ? | ·
# Entry for `CCC(=O)N1CCc2cc(S(=O)(=O)NCCC(=O)N3CCN(c4cccc(OC)c4)CC3)ccc21` → ? | ·
# Entry for `CCC(Cc1ccccc1)NC(=O)C1CCC(CNc2c(N3CCCC3)c(=O)c2=O)CC1` (stereo unspecified) → ? | ·
# Entry for `CC(C)Oc1ccc(C(=O)NCCCNC(=O)c2ccccn2)cc1` → ? | ·

# Further records
Molecule	S3 lipid droplet	S3 lipid droplet cell count max
O=C(NCc1ccc(Cl)cc1)c1cc(-c2cccs2)on1	?	·
O=C(c1cccnc1)n1nc(NCc2ccccc2)nc1NCc1ccccc1	4%	11
COc1ccc(C(=O)COC(=O)CNC(=O)c2ccc(Cl)cc2Cl)c(OC)c1	?	·
COc1cc(CNc2ccc(O)cc2)cc(Br)c1OCc1ccccc1F	?	·
Cc1ccc(C2N(c3ccccc3)C(=O)N3CCCN23)cc1 (stereo unspecified)	?	·
COc1cc2c(cc1NS(=O)(=O)N1CCCC1)oc1ccccc12	i	11
O=C(CCc1nc2ccccc2[nH]1)N1CCc2ccccc2C1	?	·
CCCCCCOC(=O)c1ccc(N)cc1	-4%	-9
COc1cccc(/C=C2\SC(=S)N(NC(=O)c3ccncc3)C2=O)c1	9%	12
CCN1CCN(C(=O)CCS(=O)(=O)c2cc3c(cc2Cl)NC(=O)CO3)CC1	12%	5
COc1ccccc1OCCCCNC(C)(C)C	0%	-1
Cc1cccc(C(=O)OCC(=O)NCCCc2ccccc2)c1	-4%	6
Nc1ncc(Br)cc1S(=O)(=O)NC1CCCCC1	i	6
O=C(Nc1ncn[nH]1)c1ccc(Cl)c(S(=O)(=O)Nc2ccc(Cl)cc2)c1	-1%	-23
Nn1c(-c2ccccc2)nc2ccccc2c1=O	6%	10
O=C1C=C(NCc2ccco2)C2(CCCCC2)O1	?	·
COc1ccc(NC(=O)Nc2cc(F)ccc2C)cc1	?	·
CC(C)(C)c1ccc(OCC(O)CS(=O)(=O)c2ccccn2)cc1 (stereo unspecified)	?	·
Cc1cc(C(=O)CSc2nc3ccccc3[nH]2)c(C)n1C	?	·
CC(C)NC(=O)CN(Cc1ccccc1)S(=O)(=O)c1ccccc1	i	2

# (list continues)
Molecule	S3 lipid droplet	S3 lipid droplet cell count max
Cc1cc(C)c(S(=O)(=O)N2CCN(C(=O)c3c(C)noc3C)CC2)c(C)c1	23%	0
O=c1oc2ccccc2cc1-c1csc(NN=C2CCCC2)n1	12%	2
COc1ccc(CN2CCCCCC2)cc1	?	·
CCCn1nc(Oc2nc(NC(C)C)nc(N(C)C)n2)ccc1=O	?	·
CC(C)OCCCN(CC(O)c1ccccc1)CC(O)c1ccccc1 (stereo unspecified)	?	·
Cn1c(N)c(C(=O)COC(=O)CNS(=O)(=O)c2cccc(Cl)c2)c(=O)n(C)c1=O	-5%	-2
Nc1nc(Sc2ccc(C(F)(F)F)cc2[N+](=O)[O-])n[nH]1	i	-24
CCOc1cc(C)c(S(=O)(=O)NC2CCCCC2)cc1C	i	-30
O=C(NCCc1c[nH]c2ccccc12)C(=O)NCC(c1ccco1)N1CCN(c2ccc(F)cc2)CC1 (stereo unspecified)	3%	1
Cc1cc(C)c2cc(CN(CCN3CCCC3)C(=O)Nc3ccc(F)cc3)c(=O)[nH]c2c1	?	·
Cc1ccc(-c2csc3ncnc(Nc4ccc(C(=O)O)cc4)c23)cc1	?	·
CCn1c(CNS(=O)(=O)c2ccc(Br)cc2)n[nH]c1=S	19%	·
CNC(=O)c1ccsc1NC(=O)c1sc2ccccc2c1Cl	?	·
Cc1cccc(Nc2nc(N)c([N+](=O)[O-])c(N3CCC(C)CC3)n2)c1	?	·
COc1ccccc1CN(CC(=O)NCc1ccc(F)cc1)C(=O)c1csnn1	?	·
CN(C)c1ccc(P(=O)(COc2ccc([N+](=O)[O-])cc2)c2ccc(N(C)C)cc2)cc1	?	·
CCOC(=O)c1c[nH]c2nc(C)ccc2c1=O	?	·
COc1ccc(NS(=O)(=O)Cc2ccccc2Cl)cn1	3%	0
COC(=O)[C@H](CCSC)NC(=O)Nc1ccc(OC)cc1OC	?	·
CC(C)n1c(SCC(=O)NCc2ccco2)nnc1C1CC1	-21%	-14
CSc1cccc(NC(=S)N2CCC(N(C)C(C)C)CC2)c1	?	·
CN(C)C(=O)c1ccc(Cl)cc1[N+](=O)[O-]	9%	6

# Some of the entries above in a different format.
S3 lipid droplet,S3 lipid droplet cell count max,canonical_smiles
?,·,CSc1cccc(NC(=S)N2CCC(N(C)C(C)C)CC2)c1
9%,6,CN(C)C(=O)c1ccc(Cl)cc1[N+](=O)[O-]

# These rows are one share of the data, so the mix of outcomes need not match the whole.
